From PubChem
H1N1 NS1A inhibition = H1N1 influenza NS1A inhibitors, functional cell based assay (AID 504329); 340,000 compounds, 0.3% hits; NS1A functional cell-based assay, percent inhibition; higher % means a stronger effect; one-dose inhibition, % at 12.5 µM; IC50 in µM for titrated hits; in the data active = a potency from the dose series; inconclusive = inhibition above about 27% without an active follow-up result; note: strong numbers were not always called active
Salmonella PhoP GFP = PhoP regulon inhibitors, Salmonella typhi PhoP promoter GFP reporter, confirmatory (AID 1850); Salmonella Typhi PhoP-promoter GFP reporter, fluorescence, 4 h; higher % means a stronger effect; inhibition, % at 50 µM; hits with a dose series show IC50 in µM; 310,000 compounds, 0.33% hits; in the data active = a potency from the dose series; inconclusive = inhibition mostly from about 25% at the one dose, without a potency; inactive = the rest, 99 in 100 with inhibition below about 19%;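 note: 0% = induced wells with vehicle and 100% = uninduced wells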
tuberculosis growth = growth inhibition of non-replicating M. tuberculosis (AID 488890) | Mycobacterium tuberculosis non-replicating, growth inhibition; higher % means a stronger effect | one-dose inhibition, % at 25 µM; IC50 in µM for titrated hits | 320,000 compounds, 0.39% hits; in the data active = a potency from the dose series; inconclusive = inhibition mostly from about 82% at the one dose, without a potency; inactive = the rest, 99 in 100 with inhibition below about 76%;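 note: plate controls were DMSO cells for no effect and high antibiotic wells for full effect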
M. tuberculosis HTS = M. tuberculosis growth inhibition, HTS (AID 449762). M. tuberculosis H37Rv growth inhibition, 7H9 media; higher % means a stronger effect. inhibition, % at 25 µM, or IC50 in µM where a hit was titrated. 330,000 compounds, 0.59% hits; in the data active = a potency from the dose series; inconclusive = inhibition above about 70% without an active follow-up result;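 note: bacterial growth assessed after seven days of incubation; strong numbers were not always called active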
inhibitors of VEEV = inhibitors of VEEV TC-83 cytopathic effect, confirmation, Vero cells (AID 588727); Vero cells, VEEV TC-83 cytopathic effect inhibition; higher % means a stronger effect; inhibition, % at 20 µM, or IC50 in µM where a hit was titrated; 350,000 compounds, 0.13% hits; in the data active = a potency from the dose series; inconclusive = inhibition mostly from about 14% at the one dose, without a potency; inactive = the rest, 99 in 100 with inhibition below about 12%; note: strong numbers were not always called active
inhibitors of VEEV 10K pilot screen = further read-out of inhibitors of VEEV, marked with its call; inhibition, %; measured here: 10K pilot screen inhibition
* marks the source's active call; other numbers are inactive results; i = inactive; ? = inconclusive; . = not tested or not shown.

SMILES | H1N1 NS1A inhibition | Salmonella PhoP GFP | tuberculosis growth | M. tuberculosis HTS | inhibitors of VEEV | others
Cc1ccccc1Oc1cc(NC(=O)Cn2cnc([N+](=O)[O-])c2)cc([N+](=O)[O-])c1 | 6% | -3% | 21% | 2% | 6.1%
Cc1cc(C)n(-c2ccc(C(=O)Nc3cccc(S(=O)(=O)N(C)C)c3)cc2)n1 | -5% | -6% | 14% | 7% | 10%
Cc1cc(C)cc(NC(=O)CN2CCCN(S(=O)(=O)c3ccc(Br)s3)CC2)c1 | 0% | -2% | 23% | 4% | i
CN(Cc1ccc(F)cc1)C(=O)c1cccc(OC2CCN(C3CCCC3)CC2)c1 | 10% | -1% | 12% | -6% | i
C=CCn1c(C)cc(C(=O)COC(=O)[C@@H](NC(=O)c2ccccc2Cl)C(C)C)c1C | -6% | 5% | 42% | -1% | 1.2%
O=c1[nH]c(=O)n(Cc2ccco2)c(O)c1C=NCc1ccco1 | -2% | -3% | -6% | -4% | 0.6%
COc1ccc(S(=O)(=O)n2ccnc2)c2cccnc12 | -15% | -1% | 0% | -3% | 2.5% | inhibitors of VEEV 10K pilot screen=0.0
COc1ccc(C2c3c(c(C)c(C)oc3=O)Oc3c(C)c(C)oc(=O)c32)cc1 | -15% | . | 5% | -8% | 1.6%
Cc1ccc(NC(=O)CSc2n[nH]c(-c3ccccn3)n2)cc1 | 6.7µM* | 2% | 0% | -1% | 12%
COc1ccccc1N(C)S(=O)(=O)c1ccc(C(=O)NCCc2ccc(F)cc2)cc1 | -19% | 3% | 23% | -3% | 8.8%
Nc1nc2ncc(C(=O)c3cc(F)ccc3O)cc2s1 | 6% | -1% | 11% | -5% | 1.2%
CC(C)OC(=O)CSc1nnc(COc2ccc([N+](=O)[O-])cc2)n1C | -3% | 1% | -5% | -2% | 0.1%
CC(C)(C)C1CCC(OCC(O)CN2CCN(c3ccccn3)CC2)CC1 (stereo not given) | -12% | 8% | 72% | 22% | 0.2%
OC(CC#CCN1CCOCC1)(c1ccccc1)c1ccccc1 | -5% | -8% | 5% | 0% | i
COc1cccc(-c2noc(-c3cccnc3)n2)c1 | -5% | 5% | 10% | 6% | 3.9%

Next part, overlapping the part above by two compounds.
SMILES | H1N1 NS1A inhibition | Salmonella PhoP GFP | tuberculosis growth | M. tuberculosis HTS | inhibitors of VEEV | others
OC(CC#CCN1CCOCC1)(c1ccccc1)c1ccccc1 | -5% | -8% | 5% | 0% | i
COc1cccc(-c2noc(-c3cccnc3)n2)c1 | -5% | 5% | 10% | 6% | 3.9%
COc1ccc(NC(=O)CSc2nnc(-c3cc(C)[nH]n3)n2N)cc1 | 2% | 12% | 8% | 3% | 0.5%
O=C(Nc1ccc(CN2CCOCC2)cc1)c1ccco1 | -23% | -2% | 1% | 0% | 1.6%
Cc1ccc(Nc2n[nH]c(C)c2[N+](=O)[O-])c(C)c1 | -1% | -7% | 28% | 7% | 0.4% | inhibitors of VEEV 10K pilot screen=2.4
O=C(c1cnn2ccccc12)N1CCCc2ccccc21 | 6% | -12% | . | -4% | 0.2%
COC(=O)c1ccc(NC(=S)N2CCN(Cc3ccccc3)CC2)cc1 | 1% | 0% | 39% | -1% | 2.8%
Cc1ccc(CNC(=O)C2CC(=O)N(CCC(C)C)C2)cc1 (stereo not given) | -4% | 4% | -13% | 5% | 0.6%
CCCOc1ccc(C(O)(CCN2CCCCC2)c2ccccc2OC)cc1 (stereo not given) | -8% | -4% | 10% | 6% | i
CC(CC(C)C(=O)Nc1ccccc1C(C)(C)C)C(=O)O (stereo not given) | -1% | 14% | -6% | -10% | 0.6%
O=C(c1ccccc1)c1cccs1 | 8% | -6% | 14% | -2% | 0.1% | inhibitors of VEEV 10K pilot screen=0.1
Cc1ccc2c(C)nc(Nc3nc(CSc4nnc(C)s4)cc(=O)[nH]3)nc2c1 | 0% | -7% | 34% | ? | 8.2%
Cc1nc2ncnn2c(C)c1C/C=C/c1ccccc1 | -5% | 7% | 3% | 20% | 0.5%
COc1ccc(Cl)cc1NC(=O)CC1S/C(=N/N=C2CCCCCC2)NC1=O (stereo not given) | -13% | 9% | 38% | 2% | 7.6%
Cc1ccc(C(=O)CSc2nnnn2Cc2ccccc2)cc1C | -16% | 1% | 7% | 3% | 0.7%
O=c1oc2ccccc2c2c1ncn2C1CCCCC1 | -2% | -2% | 76% | -10% | 2.3%
O=C(CN1CCCCCC1)NN(Cc1ccccc1)c1ccccc1 | -4% | 6% | 28% | 1% | 2.2%

Structures shown so far that have fluorine (3):
SMILES | H1N1 NS1A inhibition | Salmonella PhoP GFP | tuberculosis growth | M. tuberculosis HTS | inhibitors of VEEV | others
CN(Cc1ccc(F)cc1)C(=O)c1cccc(OC2CCN(C3CCCC3)CC2)c1 | 10% | -1% | 12% | -6% | i
COc1ccccc1N(C)S(=O)(=O)c1ccc(C(=O)NCCc2ccc(F)cc2)cc1 | -19% | 3% | 23% | -3% | 8.8%
Nc1nc2ncc(C(=O)c3cc(F)ccc3O)cc2s1 | 6% | -1% | 11% | -5% | 1.2%

(further entries)
SMILES | H1N1 NS1A inhibition | Salmonella PhoP GFP | tuberculosis growth | M. tuberculosis HTS | inhibitors of VEEV | others
Cc1ccccc1OCC(=O)NNC(=O)Nc1ccc(Cl)cc1 | 11% | -3% | -6% | -4% | 7.2%
Clc1ccc(CO/N=C/c2cccs2)cc1 | . | -5% | 73% | -7% | i
CC1=C(C(=O)Nc2ccc(C)cc2C)C(c2cccc([N+](=O)[O-])c2)n2nc(C(=O)OC(C)C)nc2N1 (stereo not given) | 2% | 4% | -11% | 3% | 1.1%
CS(=O)(=O)N1N=C(c2ccc(Br)cc2)CC1c1ccc2c(c1)OCO2 (stereo not given) | 3% | 0% | -2% | -2% | i | inhibitors of VEEV 10K pilot screen=0.5
O=C(CCl)c1ccc2c(c1)CCN2C(=O)C1CC1 | . | -21% | ? | ? | .
NCCN1CCN(CCN)CC1 | -6% | . | . | . | 1.4%
CN(CC(=O)Nc1ccccc1Br)C(=O)c1cccc(S(=O)(=O)N2CCc3ccccc32)c1 | -5% | . | . | . | 7.0%
Cc1cccc(N2CCN(C(=O)CCCCCn3c(=S)[nH]c4ccc(N5CCOCC5)cc4c3=O)CC2)c1C | -3% | 2% | -2% | 10% | 6.5%
COc1ccccc1C(=O)OCc1c(-c2ccccc2)ncc2ccccc12 | -11% | . | 44% | 8% | ?
C=CCn1c(-c2cc3c(s2)CCC(CC)C3)n[nH]c1=S (stereo not given) | -2% | 18% | -13% | 1% | i
O=C(O)CCC(=O)Nc1ccccc1C(=O)N1CCN(c2ccc(Cl)cc2)CC1 | -17% | -10% | -9% | 1% | 0.2%
Cc1ccc(C)c(C(=O)N2CCN(c3ncccn3)CC2)c1 | -11% | 0% | -6% | 3% | i
CCN(CC(=O)Nc1ccc(Cl)c(S(=O)(=O)N(C)C)c1)Cc1nc2ccccc2c(=O)[nH]1 | 5% | 8% | 23% | -13% | 5.5%
Cc1nc(NCCc2ccc(Cl)cc2)c2nnn(Cc3ccccc3)c2n1 | 1% | -5% | -10% | 0% | 0.1%
CCOC(=O)N1CCN(C(=O)Cc2ccc(Cl)cc2)CC1 | -4% | 7% | 17% | 0% | 1.6%

Entries shown so far with a furan ring, fused or not, in the order listed:
SMILES | H1N1 NS1A inhibition | Salmonella PhoP GFP | tuberculosis growth | M. tuberculosis HTS | inhibitors of VEEV | others
O=c1[nH]c(=O)n(Cc2ccco2)c(O)c1C=NCc1ccco1 | -2% | -3% | -6% | -4% | 0.6%
O=C(Nc1ccc(CN2CCOCC2)cc1)c1ccco1 | -23% | -2% | 1% | 0% | 1.6%

Three successive entries from above, for reference:
SMILES | H1N1 NS1A inhibition | Salmonella PhoP GFP | tuberculosis growth | M. tuberculosis HTS | inhibitors of VEEV | others
Cc1ccccc1OCC(=O)NNC(=O)Nc1ccc(Cl)cc1 | 11% | -3% | -6% | -4% | 7.2%
Clc1ccc(CO/N=C/c2cccs2)cc1 | . | -5% | 73% | -7% | i
CC1=C(C(=O)Nc2ccc(C)cc2C)C(c2cccc([N+](=O)[O-])c2)n2nc(C(=O)OC(C)C)nc2N1 (stereo not given) | 2% | 4% | -11% | 3% | 1.1%

Next part.
SMILES | H1N1 NS1A inhibition | Salmonella PhoP GFP | tuberculosis growth | M. tuberculosis HTS | inhibitors of VEEV | others
O=C(OCc1cc(=O)n2ccsc2n1)c1ccc(O)cc1O | -2% | . | 4% | -10% | 6.2%
COc1cccc(NC(=O)CN(C)C(=O)CN2C(=O)NC(C)(c3ccc(C)cc3)C2=O)c1 (stereo not given) | 1% | . | 4% | -3% | 1.9%
O=C(CSc1nc2ccccc2c(=O)n1-c1ccccc1F)Nc1ccc2c(c1)CCC2 | 3% | -7% | -6% | 11% | 3.1%
CC(OC(=O)CNS(=O)(=O)c1ccc(C#N)cc1)C(=O)Nc1cccc(C#N)c1 (stereo not given) | -14% | 4% | -25% | -9% | 0.5%
CC(C)(C)CNC(=O)[C@]1(C)CCC[C@@]2(C)C3CC[C@@]4(C)C[C@]3(CCC21)CC4=O (stereo not given in full) | 5% | . | -1% | -10% | 0.1% | inhibitors of VEEV 10K pilot screen=0.1
COc1ccc(Cl)cc1C=CC=Nc1ccc(S(N)(=O)=O)cc1 | 3% | . | . | . | 30%
O=[N+]([O-])c1ccc(NCCN2CCOCC2)c([N+](=O)[O-])c1 | -14% | -7% | -10% | 0% | 0.3%
N#CC1(NC(=O)COc2cc(F)ccc2[N+](=O)[O-])CCCCC1 | -12% | . | -5% | -1% | 2.8%
Cc1nc([N+](=O)[O-])c(Br)n1CC(=O)c1cccc([N+](=O)[O-])c1 | 37% | 2% | . | ? | 2.1%
CCC1Sc2ccccc2N(CC(=O)NC2CCCC2)C1=O (stereo not given) | -13% | -2% | -4% | -3% | i
C=CCNC(=O)/C(C#N)=C/c1c(N2CCN(c3ccc(OC)cc3)CC2)nc2c(C)cccn2c1=O | 14% | 5% | 5% | 9% | 10%
CC(C)c1cc(C(=O)N2CCCC(Nc3ccc(F)cc3)C2)nc(N)n1 (stereo not given) | -2% | -7% | 9% | -6% | 8.1%
CCc1ccc(C(=O)NNC(=O)C2CC(=O)N(Cc3ccccc3)C2)cc1 (stereo not given) | 0% | -8% | -11% | 5% | 2.2%
Cc1ccc(Cl)cc1N1CCN(S(=O)(=O)c2c(C)[nH]c(C)c2C(=O)N2CCCC2)CC1 | -8% | -6% | 5% | 3% | 0.5%
O=C(NCc1ccccn1)c1cc(S(=O)(=O)N2CCCCC2)ccc1Cl | -15% | . | -3% | -7% | 1.1%
CCc1nnc(NC(=O)c2oc3cc(C)c(C)cc3c2C)s1 | -12% | -5% | -6% | 2% | 0.3%
COC(=O)c1ccc(Sc2ccccn2)c([N+](=O)[O-])c1 | -1% | -21% | 5% | 5% | 0.6%
Cc1ccc(-n2c(SCC(=O)N/N=C/c3ccccc3C(=O)O)nnc2-c2ccccc2)cc1 | -12% | 1% | -7% | -5% | 1.1%
O=C(NCc1ccco1)c1nc(-c2ccc(F)cc2)no1 | 9% | -9% | -6% | -2% | 0.5%
O=C(NN1CCOCC1)c1cccc(Br)c1 | . | -23% | -14% | 8% | i
Cc1nnc(SCC(=O)Nc2ccc([N+](=O)[O-])cc2)n1CC1CCCO1 (stereo not given) | 5% | 6% | -12% | -5% | 0.8%
CCc1c(C)sc(NC(=O)c2cc(C(C)C)on2)c1C#N | -11% | 5% | 60% | -2% | 4.2%
O=C(CN1CCCC1)Nc1cc(C(F)(F)F)ccc1Cl | -1% | 2% | -9% | 1% | 2.8%
C=CCOc1ccc(C(=O)Nc2ccccc2C(=O)NCc2cccnc2)cc1 | 6% | 5% | 24% | 60% | 3.5%
O=C(O)C1CC=CCC1C(=O)Nc1ccc(N2CCN(Cc3ccccc3)CC2)cc1 (stereo not given) | 3% | -7% | -20% | 2% | 1.3%
COc1ccccc1N1CCN(Cc2ccc(Br)o2)CC1 | 0% | 6% | -3% | -7% | i | inhibitors of VEEV 10K pilot screen=1.0
NS(=O)(=O)c1ccc(NC(=O)c2cccc(Cl)c2)cc1 | -13% | 11% | -7% | -4% | 3.6%
CCCCn1c(N)c(N(CCOC)C(=O)COC(=O)CNC(=O)c2ccc(Cl)c(Cl)c2)c(=O)[nH]c1=O | -2% | . | . | . | 0.7%
